Assay outcomes: PubChem, Sanford-Burnham Center for Chemical Genomics
CHOP UPR activ: activators of apoptotic CHOP UPR arm, primary screen, cell-based, CHO-CHOP luciferase reporter, luminescence, uHTS | 330,000 tested, 0.34% active | UPR activation; percent of tunicamycin response over DMSO baseline | activation, % at 10 µM;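 active = at 10 µM dose, activation of 40% or more, normalized to positive control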;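 note: 100% = tunicamycin at 10 µg/mL and 0% = DMSO alone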
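measured by = luciferase luminescence | assay system = CHO-CHOP cells, stable luciferase reporter of PERK-eIF2a-CHOP signalling | amount = 500 reporter cells seeded per well | timing = 6 h compound exposure at 37 °C after overnight seeding | controls = positive tunicamycin 10 µg/mL, negative DMSO alone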
CCR6 antagonist: CCR6 receptor antagonists, primary screen, cell-based, CHO-K1, luminescence, beta-arrestin, uHTS. inhibition, % at 20 µM. 340,000 tested, 0.49% active. CHO-K1 CCR6 PathHunter beta-arrestin, CCL20-stimulated;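 active = compounds whose inhibition of the agonist-driven luminescence signal at 20 µM reaches about 50%, limit read from the data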;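 note: cells stimulated with CCL20 at 14 nM final; plate controls were DMSO with CCL20 for no effect and DMSO without agonist for full effect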
APJ agonist: agonists of human apelin receptor APJ, primary screen, CHO-K1 cells, PathHunter beta-arrestin, luminescence. P35414. 0% DMSO wells, 100% apelin. activation, % at 20 µM. 330,000 tested, 0.11% active;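 active = activation more than six SD over the plate average, tested at 20 µM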;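 note: 0% = DMSO alone and 100% = apelin-13 at 10 nM; some results filed as inactive read as strong as hits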
Target sequence (P35414 whole entry, looked up): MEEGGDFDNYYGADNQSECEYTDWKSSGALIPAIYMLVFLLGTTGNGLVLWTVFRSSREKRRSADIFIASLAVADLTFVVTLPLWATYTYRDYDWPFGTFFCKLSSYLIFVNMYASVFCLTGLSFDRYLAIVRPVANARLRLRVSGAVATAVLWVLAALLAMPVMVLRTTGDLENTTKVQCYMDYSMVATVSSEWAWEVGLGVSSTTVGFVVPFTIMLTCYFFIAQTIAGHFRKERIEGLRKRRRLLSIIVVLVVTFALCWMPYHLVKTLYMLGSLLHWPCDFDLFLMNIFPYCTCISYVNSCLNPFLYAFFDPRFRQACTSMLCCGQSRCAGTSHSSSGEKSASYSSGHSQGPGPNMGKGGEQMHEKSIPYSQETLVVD
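Assay system: engineered CHO-K1 APJ arrestin reporter cells; Amount: 1000 CHO-K1 reporter cells seeded per well; Dosing: one dose, 20 µM compound, 1% DMSO; Times: compound stimulation 90 min at 25 °C, detection 60 min; Measured by: luminescent beta-gal fragment complementation, chemiluminescent substrate; Read-out: APJ–arrestin association signal; Controls: DMSO vs Apelin-13 10 nM.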
CXCR6 block: CXCR6 receptor inhibitors, primary screen, cell-based, beta-arrestin, luminescence, CHO-K1 PathHunter, 1536-well; C-X-C chemokine receptor type 6 (Homo sapiens), O00574; AID 602244, 2012; 360,000 tested, 0.36% active; inhibition, % at 20 µM; in the data active = inhibition above about 34%, passing the limit was not always enough;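 note: antagonist mode with CXCL16 agonist at 10 nM final; 0% = 10 nM CXCL16 with DMSO and 100% = unstimulated wells without agonist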
Target sequence (O00574 whole entry, looked up): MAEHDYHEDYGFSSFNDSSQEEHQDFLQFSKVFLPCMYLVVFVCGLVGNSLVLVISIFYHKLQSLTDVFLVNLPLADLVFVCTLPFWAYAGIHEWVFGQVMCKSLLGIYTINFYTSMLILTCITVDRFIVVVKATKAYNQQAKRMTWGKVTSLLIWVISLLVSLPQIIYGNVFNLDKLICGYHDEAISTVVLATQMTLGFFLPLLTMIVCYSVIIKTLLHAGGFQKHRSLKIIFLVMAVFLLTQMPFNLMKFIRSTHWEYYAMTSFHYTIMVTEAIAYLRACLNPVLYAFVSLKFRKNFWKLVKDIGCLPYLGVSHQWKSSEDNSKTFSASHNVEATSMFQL
tim23-1 inh: growth inhibitors of tim23-1 mutant yeast, primary screen, luminescence, uHTS; S. cerevisiae tim23-1 growth, BacTiter-Glo luminescence, 24 h; inhibition, % at 20 µM; 330,000 tested, 1.3% active; AID 463212, 2010;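 active = growth inhibition of the mutant yeast at or above 50%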;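 note: temperature-sensitive mutant grown at 25 °C; plate controls were DMSO-treated mutant yeast for no effect and medium wells lacking yeast for full effect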
APJ antagonist: antagonists of human apelin receptor APJ, primary screen, CHO-K1 cells, beta-arrestin complementation, luminescence; inhibition, % at 20 µM; 330,000 tested, 0.32% active;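 active = inhibition above about 40% at 20 µM, limit read from the data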;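 note: cells challenged with 10 nM apelin-13 agonist together with compound; plate controls were apelin-13 plus DMSO wells for no effect and DMSO wells lacking apelin-13 for full effect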
Mdm2-MdmX inh: inhibitors of human Mdm2-MdmX association, primary screen, cell-based, luminescence, split luciferase, SaOS-2, uHTS; 330,000 tested, 3% active; Protein Mdm4 (Homo sapiens) + E3 ubiquitin-protein ligase Mdm2 (Homo sapiens), …; SaOS-2 split-luciferase Mdm2/MdmX complementation; AID 485346, 2010; inhibition, % at 8 µM;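 active = inhibition of at least 50% at 8 µM in the primary screen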
XBP1 UPR activ: activators of adaptive XBP1 UPR arm, primary screen, cell-based, CHO-XBP1 luciferase reporter, luminescence, uHTS | 330,000 tested, 0.33% active | IRE1-XBP1 UPR activation; percent of tunicamycin response, DMSO as zero | activation, % at 20 µM;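 active = versus positive control, 20 µM dose yields 30% or more activation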;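 note: 100% = tunicamycin at 10 µg/mL and 0% = DMSO only wells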
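Material: CHO cell line with stable XBP1 luciferase reporter; schedule: 16-18 h cell attachment at 37 °C, then 6 h compound exposure; signal: glow luminescence from Steady-Glo reagent; medium: serum-containing F12 medium, 10% FBS; benchmarks: tunicamycin 10 µg/mL and vehicle-only wells; read-out: percent activation relative to tunicamycin reference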
EBI2 block: EBI2 receptor antagonists, beta-arrestin recruitment, primary screen, cell-based, luminescence, 7a,25-OHC stimulation, uHTS. G-protein coupled receptor 183 (Homo sapiens), P32249. 7a,25-OHC stimulated. inhibition, % at 5 µM. 360,000 tested, 0.81% active. AID 651636, 2012; in the data active = inhibition above about 38%;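 note: enzyme fragment complementation signal reports receptor beta-arrestin coupling in cells; 0% = agonist plus DMSO wells and 100% = wells without agonist; some results beyond the cut were filed as inactive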
Target sequence (P32249 whole entry, looked up, the tested form may be a part): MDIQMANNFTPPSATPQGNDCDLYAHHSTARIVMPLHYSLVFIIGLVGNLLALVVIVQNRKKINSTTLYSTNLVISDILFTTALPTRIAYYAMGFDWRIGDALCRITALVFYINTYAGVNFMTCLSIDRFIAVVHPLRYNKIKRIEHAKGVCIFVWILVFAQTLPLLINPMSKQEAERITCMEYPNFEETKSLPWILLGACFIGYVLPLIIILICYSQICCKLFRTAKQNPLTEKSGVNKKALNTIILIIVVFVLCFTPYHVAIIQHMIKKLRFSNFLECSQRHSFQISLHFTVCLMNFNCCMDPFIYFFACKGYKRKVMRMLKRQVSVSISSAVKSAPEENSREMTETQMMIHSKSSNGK
Starred values were filed as active, the others as inactive; . = not tested or not shown; & = joins results of further samples. Not all compounds are listed. The share of hits here may be higher or lower than overall.

nr	canonical_smiles	EBI2 block	Mdm2-MdmX inh	CCR6 antagonist	APJ antagonist	XBP1 UPR activ	CXCR6 block	tim23-1 inh	CHOP UPR activ	APJ agonist
1	COc1ccc(C2c3c(c(C)c(C)oc3=O)Oc3c(C)c(C)oc(=O)c32)cc1	-11	3	8	-5	-3	-2	9	2.4	-3
2	COc1ccc(-c2cc(OC(=O)c3ccc(F)cc3)c3c(C)oc(C)c3c(=O)c2)cc1	.	8	.	-2	-2	.	16	-0.1	0
3	COc1ccc(NC(=O)c2ccccc2-c2ccccc2)cc1	-1	1	21	11	0	4	-7	-0.9	1
4	O=C(c1[nH]nc2c1CCc1ccccc1-2)N1CCN(Cc2ccc3c(c2)OCO3)CC1	83*	30	15	-2	-6	3	13	0.0	0
5	CCOc1ccc(S(=O)(=O)N2CCN(Cc3ccco3)CC2)cc1	3	17	18	17	-8	7	18	0.8	-4
6	CCOc1ccc2[nH]c(=O)c(CN(Cc3cccs3)Cc3nnnn3C(C)(C)CC)cc2c1	1	21	7	-15	-1	2	27	2.0	9
7	O=C(COC(=O)C(c1ccccc1)c1ccccc1)NCc1ccco1	18	-16	26	3	0	4	19	0.1	-2
8	CCOC(=O)c1cccc(NC(=O)c2ccc(NC(=O)C3CCCO3)cc2)c1 (stereo unspecified)	-11	18	13	12	1	0	23	0.8	0
9	Cc1ccnc(NS(=O)(=O)c2ccc(NC(=O)c3oc4ccc(F)cc4c3C)cc2)n1	-1	-13	-6	0	-4	4	-2	2.1	-3
10	CCOC(=O)C1CCCN(C(=O)c2ccc(S(=O)(=O)Nc3ccccc3OC)cc2)C1 (stereo unspecified)	-2	-23	1	12	-2	4	-7	-2.0	-1
11	O=C(CSc1nnc(COc2ccccc2F)n1-c1ccccc1)NC1CCS(=O)(=O)C1 (stereo unspecified)	-4	13	10	-2	-4	-20	15	-1.4	-4
12	CN(Cc1ccc(Br)cc1)C(=O)CCN1C(=O)c2cccc([N+](=O)[O-])c2C1=O	-14	8	-25	-18	0	-17	5	2.8	2
13	O=C(Cc1ccc([N+](=O)[O-])cc1)Nc1cccc(C(=O)N2CCCC2)c1	2	-4	-2	6	-3	0	10	-2.1	-2
14	N#CCCN(C(=O)CSc1nc(-c2ccccc2)cn1N)c1ccc(F)cc1	6	2	14	12	-1	11	0	0.0	-1
15	CN(C)c1ccc(C(CNC(=O)COc2ccc(Cl)cc2)N2CCCC2)cc1 (stereo unspecified)	6	17	8	3	-5	3	11	0.8	-3
16	CCc1nc(NC(=O)NS(=O)(=O)c2ccccc2C(=O)OC)nc(OC)n1	8	-8	0	-1	-2	5	4	0.1	-2
17	O=C(C1=C(O)C(=O)N(CCN2CCOCC2)C1c1ccc([N+](=O)[O-])cc1)c1cccs1 (stereo unspecified)	4	22	2	15	-3	0	6	-2.3	-5
18	Cc1c(C(=O)O)oc2c1C(O)CC(C)(C)C2 (stereo unspecified)	5&1	11&9	-5&-20	-6&20	-2&-3	-5&4	5&16	-2.2&-1.6	0&6
19	Cc1ccc(C(OC(=O)c2ccco2)C(=O)NC2CCCC2)cc1 (stereo unspecified)	-6	-3	12	-18	1	6	16	-0.3	-1
20	CCNc1nc(NC(C)C)nc(Oc2ccc(OCCOc3ccc(C)cc3)nn2)n1	-8	52*	12	19	-4	1	26	-1.5	-2
21	C[C@@H]1NC(=O)[C@H](CCCN=C(N)N)NC(=O)c2cc([N+](=O)[O-])cc(I)c2NCCC[C@@H](C(N)=O)NC1=O	9	-2	10	-3	-3	2	-3	-0.1	4
22	O=C(Nc1cccc(F)c1)c1sc(Cl)nc1-c1ccccc1	-12	25	10	9	-5	4	3	0.4	-1
23	N#C/C(=C/c1ccc(O)c([N+](=O)[O-])c1)C(=O)Nc1ccccc1	4	18	7	14	-3	11	25	0.1	-4
24	COC(=O)/C(=C\Nc1ccccc1N)c1ncc(C(F)(F)F)cc1Cl	3	-4	34	5	2	12	9	-0.2	-1
25	N#Cc1cc(-c2ccccc2)c[nH]c1=O	0	20	18	5	-1	-9	7	-0.4	-16
26	O=[N+]([O-])c1cc(/C=N\Nc2ccccn2)ccc1Cl	1	9	1	-28	-2	0	11	5.8	-3
27	CC(C)C(NC=C1C(=O)OC(C)(C)OC1=O)C(=O)O (stereo unspecified)	5	-28	10	6	1	-2	20	32	-1
28	COc1ccc(N(CC(=O)N2CCC(Cc3ccccc3)CC2)S(C)(=O)=O)cc1	3	-16	4	0	-5	10	17	-2.0	-3
29	O=C(Cn1cc(S(=O)(=O)N2CCN(c3ccccc3F)CC2)c2ccccc2c1=O)NCCCN1CCCCCC1	-10	31	19	-10	-2	-10	2	0.6	-3
30	COc1cccc(C(=O)Nc2ccc(NC(=O)C3CC3)nc2)c1	-9	-17	-3	19	-4	-1	14	1.4	0
31	COc1ccc(N2CCN(C(=O)c3ccc4c(c3)CC(c3ccccc3)OC4=O)CC2)cc1 (stereo unspecified)	91*	20	9	21	-2	5	20	1.9	-9
32	CC(c1ccccc1)n1cnc2ccccc21 (stereo unspecified)	10	12	7	-9	1	-1	4	-1.6	-1
33	C=CCn1c(C)cc(C(=O)COC(=O)COc2ccccc2C#N)c1C	-2	8	-4	14	1	2	-59	2.7	-3
34	O/N=C/c1cc(Br)cc(Br)c1OCc1ccccc1	12	45	4	-1	2	-12	24	-2.1	-3
35	CN1CCN(C(=O)CCCOc2ccc(Cl)cc2Cl)CC1	3	-39	6	-25	3	2	15	-0.8	-1
36	CCN1C(=O)C(CC(=O)Nc2cc(C)ccc2C)SC1=Nc1ccc(S(N)(=O)=O)cc1 (stereo unspecified)	-8	0	3	-2	2	-13	0	-0.2	0
37	OC(c1cccnc1)c1cccs1 (stereo unspecified)	-1	20	-1	9	4	-11	12	-0.6	-2
38	COc1ccc(C2=Nn3c(nnc3-c3ccncc3)SC2)cc1	14	52*	-3	-6	6	-1	4	-2.3	-2
39	CN(C(=S)NC(=O)C12CC3CC(CC(C3)C1)C2)c1ccc(O)cc1	-13	7	-16	4	0	-3	28	0.9	4
40	CCc1noc(C)c1C(=O)N1CCCC(CCC(=O)NCc2cccc(OC)c2)C1 (stereo unspecified)	-3	-15	10	-6	-3	2	8	0.9	-1
41	O=C(N/N=C/c1ccc(Br)s1)c1ccc([N+](=O)[O-])cc1	1	22	-2	-38	3	-16	-11	0.0	3
42	CN1C(C(=O)c2ccccc2)=C(N)c2ccccc2S1(=O)=O	-6	20	-10	10	-2	-5	13	0.2	-3
43	NC(=O)c1nsc(C(=O)N(c2cccc(F)c2)C(C(=O)NC2CCCC2)c2ccc(O)cc2)c1N (stereo unspecified)	34	-14	19	9	-1	-2	7	-2.4	-2
44	O=C(CCc1ccccc1)Nc1ccc2c(c1)OCO2	6	-24	8	15	1	-2	5	3.0	1
45	CN(C)CCCN(C(=O)c1cc2ccccc2oc1=O)c1nc2ccc(F)cc2s1	-3	-11	12	12	1	0	0	0.7	0
46	Cc1ccnc(NS(=O)(=O)c2ccc(NC(=O)CN3C(=O)c4ccccc4S3(=O)=O)cc2)n1	-22	-10	-4	-4	-3	7	0	-0.6	1
47	CCc1c(C)sc(NC(=O)c2cc(C(C)C)on2)c1C#N	1	-7	20	1	4	10	26	0.9	-2
48	CN(Cc1ccccc1)S(=O)(=O)c1cc2c3c(c1)CCN3C(=O)CC2	2	9	0	8	-1	-4	-1	2.6	2
49	CCC(C)c1ccc(NC(=S)N2CCCC2)cc1 (stereo unspecified)	-19	18	-8	8	1	-9	42	2.8	2
50	CCOC(=O)C(C(=O)OCC)C(C#N)c1ccccc1 (stereo unspecified)	2	-31	-1	6	0	-6	14	-1.1	3
51	CCC(=O)N/N=c1/sc2ccccc2n1C	-4	23	8	8	3	6	16	-0.8	-3
52	CCC(=O)c1ccc(Oc2nc3c(c(=O)n(C)c(=O)n3C)n2CC)cc1	5	36	-3	6	-2	9	22	0.5	0
53	CCOC(=O)COn1c(=O)c(-c2cccs2)[n+]([O-])c2ccccc21	-4	22	19	-1	-2	2	48	1.2	-2
54	O=S1(=O)C=C(Sc2nc3ccccc3s2)c2ccccc21	.	-15	72*	20	-4	.	66*	-11	-3
55	CCc1noc(C)c1C(=O)N1CCN(S(=O)(=O)c2ccc(C)cc2)CC1	2	11	0	11	2	5	-4	1.5	-5
56	COc1ccc(CC(=O)Nc2c3c(nn2-c2cccc(Cl)c2)CS(=O)C3)cc1 (stereo unspecified)	-1	-9	2	-1	-2	4	8	1.4	1
57	Cc1noc2ncnc(Oc3ccccc3)c12	-5	0	3	7	2	-3	8	-1.1	-6
58	Cc1ccccc1CC(=O)c1ccc(O)c(C)c1O	4	-2	-9	-28	-1	1	61*	-0.3	0
59	O=C(CNc1cccc2ccccc12)N/N=C/c1ccccn1	-3	4	3	-39	-3	-4	22	3.0	12
60	O=C(CCNC(=O)c1ccccc1Cl)Nc1ccncc1	4	18	0	9	-3	0	-6	0.1	-2

(listing goes on)
nr	canonical_smiles	EBI2 block	Mdm2-MdmX inh	CCR6 antagonist	APJ antagonist	XBP1 UPR activ	CXCR6 block	tim23-1 inh	CHOP UPR activ	APJ agonist
61	CC(=O)c1cccc(NC(=O)Nc2cnn(Cc3ccc(F)cc3)c2)c1	.	-8	.	-12	7	.	0	2.8	1
62	CN(C)/C=C(\C(=O)c1ccccc1)c1nnnn1-c1ccc(F)cc1	-6	11	3	3	0	6	-21	-1.2	-3
63	O=C(O)[C@H]1CCCC[C@H]1C(=O)NCCc1ccccc1	-3	14	-15	13	1	3	18	0.3	-4
64	c1ccc(CCc2nn3c(Cn4cnc5ccccc54)nnc3s2)cc1	-7	-7	4	11	-5	0	10	0.5	-2
65	Cc1oc(-c2cccs2)nc1CN1CCC(c2ccccc2)CC1	-2	19	5	-3	-2	3	22	2.2	-3
66	Cc1cc(C)cc(N(CC(=O)NC2CCCCC2)C(=O)CCCC(=O)Nc2ccccn2)c1	8	16	10	2	-2	10	18	-0.2	-1
67	CC/C(C)=N/NS(=O)(=O)c1ccc(C)c([N+](=O)[O-])c1	-4	-20	13	-7	3	1	4	0.1	-6
